CFTR F508del cor: correctors of CFTR F508del function in bronchial epithelial cells | CFBE cells, YFP halide quenching; stimulated with forskolin plus potentiator P3; % fluorescence drop versus neutral controls | AID 720511 | activity (quench increase), % at 7.58 µM | hit rate 0.36% among 350,000;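 active = mean added fluorescence quench of at least 8% versus neutral control, with both replicates also reaching 8%; inconclusive = only one of the mean or replicate conditions met; inactive = mean below 8% and not both replicates reaching 8%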;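 note: cells transiently co-express mutant CFTR-F508del with the halide-sensitive YFP; corrector assay measuring rescue of mutant channel to the surface after 24 h compound exposure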
miR122 inh: blocks miR-122 activity in Huh7 sensor cells. Huh7 miR-122 Renilla luciferase sensor, 48 h; neutral wells = 0, positive control = 100. hit rate 0.3% among 340,000. activation (reporter increase), % at 12.5 µM;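 active = mean replicate activation score at least 90 and every replicate individually at or above 90; inconclusive = only one of the two criteria met; inactive = neither criterion met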;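 note: higher luciferase means less miR-122 activity so hits act as miR-122 inhibitors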
ERp5 block: inhibitors of human ERp5; inhibition, % at 9.99 µM; ERp5 insulin aggregation, absorbance 650 nm, 90 min; Q15084; hit rate 0.05% among 350,000; AID 651711;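 active = mean replicate inhibition above about 25%, with every replicate also reaching it, limit read from the data, passing the limit was not always enough; inconclusive = only one of those two criteria met; inactive = neither criterion met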
Target sequence (Q15084 whole entry, looked up): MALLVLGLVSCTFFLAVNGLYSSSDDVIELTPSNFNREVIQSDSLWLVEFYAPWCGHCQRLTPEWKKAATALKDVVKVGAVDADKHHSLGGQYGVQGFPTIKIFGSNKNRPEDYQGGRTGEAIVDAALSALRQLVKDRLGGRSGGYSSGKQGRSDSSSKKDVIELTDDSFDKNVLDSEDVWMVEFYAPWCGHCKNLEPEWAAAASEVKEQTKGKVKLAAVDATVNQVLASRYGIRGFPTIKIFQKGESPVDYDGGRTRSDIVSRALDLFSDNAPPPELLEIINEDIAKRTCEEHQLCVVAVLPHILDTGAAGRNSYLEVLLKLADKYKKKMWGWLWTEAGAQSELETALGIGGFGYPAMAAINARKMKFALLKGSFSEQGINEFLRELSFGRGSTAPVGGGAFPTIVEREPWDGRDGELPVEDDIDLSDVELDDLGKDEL
CASP6 VEID inh: caspase-6 (human) enzyme inhibition; P55212; purified caspase-6, Z-VEID-R110 cleavage fluorescence; inhibition, % at 12.5 µM; hit rate 0.53% among 350,000; AID 686996;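 active = mean inhibition across replicates at least about 35%, with every replicate also reaching that limit, limit read from the data; inconclusive = only one of the two criteria met; inactive = neither criterion met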;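 note: 0% = median of neutral control wells and 100% = no fluorescence left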
Target sequence (P55212 24-179 limits assumed): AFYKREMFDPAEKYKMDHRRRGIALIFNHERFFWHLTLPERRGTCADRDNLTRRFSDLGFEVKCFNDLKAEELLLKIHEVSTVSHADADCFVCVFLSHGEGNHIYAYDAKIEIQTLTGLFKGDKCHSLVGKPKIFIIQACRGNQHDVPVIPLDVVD
Target sequence (P55212 194-293 limits assumed): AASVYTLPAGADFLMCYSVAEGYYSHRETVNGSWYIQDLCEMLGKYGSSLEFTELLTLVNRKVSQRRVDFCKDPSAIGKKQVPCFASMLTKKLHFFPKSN
ERAP1 HTS inh: inhibitors of human ERAP1 aminopeptidase | inhibition, % at 10.7 µM | Q9NZ08 | hit rate 0.15% among 340,000 | recombinant ERAP1, Leu-AMC fluorescence, 60 min;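 active = mean replicate inhibition of at least 30%, or all replicates individually reaching that 30% level; inactive = mean below 30% and not every replicate reaching it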;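 note: 0% = neutral control wells and 100% = L-leucinethiol positive control wells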
SIRT5 inh: blocks human SIRT5 desuccinylation of peptide. hit rate 1.1% among 330,000. inhibition, % at 15 µM. Purified SirT5, succinyl-peptide AMC, trypsin-coupled fluorescence. AID 652115. Q9NXA8; in the data active = inhibition above about 15%; inconclusive = no clear call, values can overlap the other calls
Target sequence (Q9NXA8 whole entry, looked up): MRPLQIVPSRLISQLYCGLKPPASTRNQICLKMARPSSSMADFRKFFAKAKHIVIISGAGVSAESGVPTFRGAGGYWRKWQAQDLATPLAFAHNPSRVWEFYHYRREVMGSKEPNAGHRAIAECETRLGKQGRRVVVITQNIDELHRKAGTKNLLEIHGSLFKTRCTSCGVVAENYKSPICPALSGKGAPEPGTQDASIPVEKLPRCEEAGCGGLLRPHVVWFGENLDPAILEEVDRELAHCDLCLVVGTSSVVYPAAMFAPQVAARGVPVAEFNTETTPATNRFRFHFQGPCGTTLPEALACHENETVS
DENV2 CPE rescue: DENV2-induced cell death inhibition; DENV2-infected cells, cytopathic effect rescue, plate reader; CPE inhibition, % at 9.99 µM; hit rate 1.7% among 350,000; in the data active = CPE inhibition above about 20%, passing the limit was not always enough; inconclusive = no clear call, values can overlap the other calls; tested in BHK-21 cells;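 note: 0% = median of neutral control wells and 100% = median of positive control wells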
* marks the source's active call; other numbers are inactive results; ? = inconclusive; · = not tested or not shown; & = joins results of further samples; [ ] = dose if it differs, or a comment.

SMILES	CFTR F508del cor	miR122 inh	ERp5 block	CASP6 VEID inh	ERAP1 HTS inh	SIRT5 inh	DENV2 CPE rescue
Cn1c(Cc2cccs2)nnc1SCC(=O)Nc1ccc(F)cc1F	-2.6	1	-1	-3	0	-7	1
C[C@@H]1CN([C@H](C)CO)C(=O)Cc2cc(NC(=O)Cn3cnnn3)ccc2O[C@@H]1CN(C)Cc1ccncc1	-2.9	2[16.7 µM]	-2	0	-2	2	-5
C[C@H]1CN([C@@H](C)CO)C(=O)Cc2cc(NS(=O)(=O)c3cccs3)ccc2O[C@H]1CN(C)Cc1ccc(Oc2ccccc2)cc1	-0.9	-5[16.7 µM]	-2	-1	0	4	?
O=C(CCN1CCN(c2ccccc2)CC1)NNC(=S)Nc1ccccc1	-2.0	-1	-10	7	-3	-8	-2
CC(=O)NC(CC(=O)Nc1ccc(S(=O)(=O)N2CCCCC2)cc1)c1ccccc1 (configuration not stated)	·	4	3	0	-4	-4	·
C[C@@H]1CN([C@H](C)CO)C(=O)CCCn2nncc2CO[C@H]1CN(C)Cc1ccc2c(c1)OCCO2	1.5&-1.5&2.2	-2	-19&-5&-2	-5&1&-1	0&-2&-2	1&-22&-5	?
O=C(NN1C(=O)C2C3C=CC(C4CC34)C2C1=O)c1ccc(Br)cc1 (configuration not stated)	-1.3	·	-4	3	0	-6	2
CC1CCc2sc(-c3n[nH]c(=S)o3)cc2C1 (configuration not stated)	3.2	·	-3	2	1	-7	3
Cc1ccc(S(=O)(=O)Nc2ccc3c(c2)C(=O)N([C@H](C)CO)C[C@H](C)[C@@H](CN(C)Cc2ccc(Cl)c(Cl)c2)OCCCC[C@@H](C)O3)cc1	0.0	-2[16.7 µM]	5	0	-3	9	-8
O=C(CCC(=O)N1CCCC(Nc2ccccc2)C1)c1ccc(F)cc1 (configuration not stated)	1.4	0	0	-1	2	-3	4
CC=Cc1ccc2n(c1=O)C[C@@H]1[C@@H](CO)[C@H](C(=O)N(C)C)[C@H]2N1CC1CCCCC1 (mixture of isomers)	1.2	7[16.7 µM]	-6	5	-1	-2	-6
Cc1ccc(C(O)c2ncc(-c3ccccc3C)[nH]2)cc1 (configuration not stated)	2.8	4	3	0	2	4	0
COc1ccc(CCNC(=O)c2nc(-c3cccs3)no2)cc1OC	·	·	3	1	10	-2	-6
CC1CCc2c(sc3ncn(CCO)c(=O)c23)C1 (configuration not stated)	-0.9	-3	1	1	5	-5	0
CCCCCNC(=O)C(c1ccncc1)n1c(=O)c(-c2cc3ccccc3[nH]2)nc2ccccc21 (configuration not stated)	0.3	·	-5	-2	·	4	2
COc1ccc(C2CC(c3ccccc3)=NN2C(=O)CN2N=NC3C(=O)N(c4cccc(F)c4)C(=O)C32)cc1 (configuration not stated)	·	·	1	5	0	-1	1
CCOCc1nnc(NC(=O)c2cc(OC)c(OC)cc2[N+](=O)[O-])s1	-1.6	3	5	-2	-2	7	·
CCn1c(C)c2c([n+]1CC)CC(C)(C)CC2=O	-0.3	5	-3	-4	109*	-2	·
C[C@@H]1CN([C@@H](C)CO)C(=O)c2cc(NC(=O)NC3CCCCC3)ccc2O[C@@H](C)CCCCO[C@@H]1CN(C)C(=O)c1ccccc1	2.1	16[16.7 µM]	-4	1	0	1	-5
C[C@H]1CN([C@@H](C)CO)C(=O)Cc2cc(NC(=O)Cc3ccccc3)ccc2O[C@@H]1CN(C)Cc1ccc(Oc2ccccc2)cc1	0.0	6[16.7 µM]	-5	-1	3	-4	2
CCOC(=O)[C@]12CCCC=C1N(CCC1=CCCCC1)C(=O)[C@H](CC(=O)N1CCSCC1)C2	0.7	·	-3	5	0	0	14
CC(C)Oc1cc(F)ccc1-c1cc(C(=O)NCC2CCCCC2)[nH]n1	3.3	-5	6	-1	-2	·	3
COC(=O)N/N=C/c1c(C)nn(-c2cccc(Cl)c2)c1Cl	1.6	0	2	-2	3	-7	-19
C[C@@H]1CN([C@@H](C)CO)C(=O)c2cc(NS(=O)(=O)c3ccc(Cl)cc3)ccc2O[C@@H](C)CCCCO[C@H]1CN(C)C(=O)c1ccncc1	-1.9	-1[16.7 µM]	1	-2	-1	1	5
CCNC(=O)[C@H]1[C@H](CO)[C@H]2Cn3c(ccc(-c4ccccc4F)c3=O)[C@H]2N1C(C)=O	-1.1	2[16.7 µM]	0	-6	1	-5	8
COc1cc(/C=N\NC(=O)c2ccc(-c3ccccc3)cc2)ccc1OCC(N)=O	-1.4	·	2	-4	4	-3	4
CCNC(=O)[C@@H]1[C@@H](CO)[C@@H]2Cn3c(ccc(-c4ccc(OC)cc4)c3=O)[C@@H]2N1Cc1nccs1	·	·	7	1	2	-49	4
Cc1ccc(C)c(S(=O)(=O)NCc2ccc(C(=O)N3CCOCC3)cc2)c1	-3.7	3	0	0	1	4	0
COc1ccc(C#Cc2cnc3c(c2)C(=O)N([C@@H](C)CO)C[C@@H](C)[C@H](CN(C)C(=O)CN(C)C)O3)cc1	-0.8	-4[16.7 µM]	1	-1	0	-1	8
C=C(C)CN1C(=O)c2ccccc2C1=O	0.1	0	2	-2	0	5	0
CCCN1CCN(CC(=O)Nc2nncs2)CC1	5.7	-2	-5	2	-3	-5	-6
Cc1ccc2nc(N(CCCN(C)C)C(=O)CS(=O)(=O)c3ccccc3)sc2c1	-1.0	-7	2	-10	-2	-4	16
CN(C(=O)c1ccc(N2CCOCC2)c([N+](=O)[O-])c1)C1CCCCC1	3.1	·	-1	1	-1	-7	-5
CS(=O)(=O)NN1C(=O)c2ccccc2NC12CCCC2	0.6	-6	0	1	-6	-16	0
CC(=O)O[C@H](COc1c2ccoc2cc2oc(=O)ccc12)C(C)(C)O	-0.3	·	0	-4	-3	·	·
C[C@@H]1CN([C@@H](C)CO)C(=O)c2c(c3ccccc3n2C)-c2ccccc2CO[C@@H]1CN(C)C(=O)Nc1ccccc1	-1.9	·	-5	1	-1	3	1
C[C@@H]1CCC(=O)N(C[C@@H](C)CSc2ccc(Br)cc2)CC1	-0.3	6	1	1	14	-6	·
CC1CCN(S(=O)(=O)c2ccc3c(c2)CC(C)N3C(=O)C2CCC2)CC1 (configuration not stated)	-0.3	·	3	3	4	0	-1
COc1ccccc1/C=N/NC(=O)CO	-0.7	·	1	-5	-2	0	-2
COC(=O)CNC(=O)c1cc(-c2ccncc2)nc2ccccc12	0.8	5	5	-1	-3	-1	-9
CC(C)CNC(=O)Nc1ccccc1F	-5.0	·	-9	1	6	7	0
O=C(c1ccc2nc(N3CCOCC3)sc2c1)N1CCN(C(=O)c2ccco2)CC1	0.9	-2	-1	2	-3	8	9
Cc1cc(C)n(CC2CC(=O)N(c3ccccc3)C2=O)n1 (configuration not stated)	1.0	·	2	1	4	-3	-3
O=C(C[C@@H]1CC[C@@H](NC(=O)Nc2ccc(C(F)(F)F)cc2)[C@@H](CO)O1)NCCN1CCCC1	0.6	14[16.7 µM]	-2	0	1	3	2
CC(C)C#Cc1ccc2c(c1)O[C@@H](CN(C)C(=O)Nc1ccccc1)[C@@H](C)CN([C@H](C)CO)S2(=O)=O	2.9	2[16.7 µM]	-2	1	3	4	1

A run of entries from the list above, as a working copy:
SMILES	CFTR F508del cor	miR122 inh	ERp5 block	CASP6 VEID inh	ERAP1 HTS inh	SIRT5 inh	DENV2 CPE rescue
CCCN1CCN(CC(=O)Nc2nncs2)CC1	5.7	-2	-5	2	-3	-5	-6
Cc1ccc2nc(N(CCCN(C)C)C(=O)CS(=O)(=O)c3ccccc3)sc2c1	-1.0	-7	2	-10	-2	-4	16
CN(C(=O)c1ccc(N2CCOCC2)c([N+](=O)[O-])c1)C1CCCCC1	3.1	·	-1	1	-1	-7	-5
CS(=O)(=O)NN1C(=O)c2ccccc2NC12CCCC2	0.6	-6	0	1	-6	-16	0
CC(=O)O[C@H](COc1c2ccoc2cc2oc(=O)ccc12)C(C)(C)O	-0.3	·	0	-4	-3	·	·
C[C@@H]1CN([C@@H](C)CO)C(=O)c2c(c3ccccc3n2C)-c2ccccc2CO[C@@H]1CN(C)C(=O)Nc1ccccc1	-1.9	·	-5	1	-1	3	1
C[C@@H]1CCC(=O)N(C[C@@H](C)CSc2ccc(Br)cc2)CC1	-0.3	6	1	1	14	-6	·
CC1CCN(S(=O)(=O)c2ccc3c(c2)CC(C)N3C(=O)C2CCC2)CC1 (configuration not stated)	-0.3	·	3	3	4	0	-1
COc1ccccc1/C=N/NC(=O)CO	-0.7	·	1	-5	-2	0	-2
COC(=O)CNC(=O)c1cc(-c2ccncc2)nc2ccccc12	0.8	5	5	-1	-3	-1	-9

(cont.)
SMILES	CFTR F508del cor	miR122 inh	ERp5 block	CASP6 VEID inh	ERAP1 HTS inh	SIRT5 inh	DENV2 CPE rescue
Cc1ccc(/C=N/NC(=O)c2cccc(S(=O)(=O)Nc3cccc(Cl)c3)c2)o1	-1.0	·	8	4	5	-3	0
CC(NC(=O)c1ccccc1)C(c1cccs1)N1CCOCC1 (configuration not stated)	0.7	·	3	-2	-1	-4	-4
O=C(NCCCN1CCCCC1)C1(S(=O)(=O)c2ccc(Cl)cc2)CC1	-2.4	-7	7	-11	2	-2	6
CCC(CC)COC(=O)C1=C(C)NC(=O)NC1c1ccc(N(C)C)cc1 (configuration not stated)	-2.5	-5	3	-5	-3	5	0
COc1ccc2ccccc2c1CNC(C)c1ccccc1 (configuration not stated)	0.7	-9	2	0	-2	1	36*
CCCNC(=O)N1C[C@@H](O)COC[C@@H]2O[C@@H](CC(=O)NCCCN3CCOCC3)CC[C@H]21	-2.8	0[16.7 µM]	0	0	-3	1	0
Cc1cnn(-c2nc(-c3ccccc3)cc(-c3ccccc3)n2)c1	-0.9	1	3	2	0	-1	-7
CO[C@H]1CN(C)C(=O)c2cc(NS(=O)(=O)Cc3ccccc3)ccc2OC[C@@H](C)NC[C@H]1C	-0.2	·	9	-3	0	1	-4
NS(=O)(=O)c1ccc(CCNC(=O)C2CCN(C(=O)Nc3ccccc3)CC2)cc1	0.1	2	-6	-1	-1	-6	2
CCCc1nc2ccc(Cl)cn2c1Cc1ccccc1OC	-3.7	-2	1	-7	5	0	15
O=C(CC(=O)Nc1ccccc1C(F)(F)F)Nc1ccccc1C(F)(F)F	-2.1	-2	1	1	-2	-3	-2
Cc1cc(OCC(=O)Nc2ccc(CN3CCOCC3)cc2)c2c(C)c(C)c(=O)oc2c1	0.5	0	3	·	9	-5	-3
C#CCN(C[C@H]1[C@H](OC(=O)NCC2CCCCC2)[C@H](OC(=O)NCC2CCCCC2)C[C@@H](C(=O)OC)[C@H]1C(=O)OC)S(=O)(=O)c1ccc(C)cc1	5.8	-11	3	-2	6	-1	·
Cc1oc(-c2ccc(Cl)cc2)nc1CS(=O)CC(=O)NCCCN1CCOCC1 (configuration not stated)	-2.6	-6	-2	-2	-2	0	3
CCN(CC)CCNC(=O)c1cc(-c2ccco2)nc2ccccc12	-1.7	6	9	-126	6	-21	-5
CN(Cc1cnn(C)c1)C(=O)C1CCC(=O)N(Cc2cccc(F)c2)C1 (configuration not stated)	1.1	·	-2	-1	1	1	3
Cc1ccc(C(=O)N(CC(=O)NC2CCCC2)c2ccccc2C)s1	-0.1	·	0	2	0	1	2
CN(CC(=O)Nc1ccccc1Cl)C(=O)COC(=O)C1=COCCO1	4.8	0	1	5	0	2	-5
CCc1ccc(CN2CCCC(CNS(=O)(=O)c3ccc(OC)cc3)C2)cc1 (configuration not stated)	1.6	·	1	-2	1	3	·

Assay outcomes: PubChem, Broad Institute
